Screens from PubChem BioAssay.
S-ASM inh: human S-ASM enzyme inhibition. Potency, µM (highest dose often 57.5 µM), for inactives: at the highest dose activity change, negative = inhibition, hits mostly inhibitors. AID 504937. placental ASM, HMU-PC fluorogenic substrate, 60 min. P17405. 340,000 compounds, 0.006% hits; further: potency means the concentration at half of the fitted maximal effect
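Human placenta-derived ASM preincubated with compound 10 min at room temperature, then reacted with 9 uM (final) fluorogenic HMU-PC substrate for 60 min at 37 C. Stop solution raises pH to 10; fluorescence read at Ex 386/Em 447 nm.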
TRPV1 agonist: agonists of human vanilloid receptor 1 (TRPV1) | TRPV1-expressing cells, Fluo-8 calcium influx, agonist mode | activation, % at 8.33 µM | 320,000 compounds, 0.19% hits; in the data active means activation above about 80%; inconclusive means between about 30% and that limit; further: 0% is about no effect
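TRPV1-expressing cells were cultured overnight at 35.5C and loaded with Fluo-8 calcium dye for 40 to 90 min at room temperature. After a 10 s baseline, compound was added and calcium influx was read kinetically for 3 min (ex 480/em 520 nm).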
Eya2 inh: inhibitors of human Eya2 phosphatase activity | O00167 | recombinant Eya2, OMFP fluorescence dephosphorylation (OMFP is methylfluorescein phosphate) | Potency, µM (titrated, usually from 76.9 µM), for the others: at the highest dose activity, negative = inhibition, most hits filed as inhibitors | 330,000 compounds, 0.006% hits; further: potency means the concentration at half of the fitted maximal effect; on the % scale 0 is the no-effect control and ±100 the full control effect
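Eya2 (0.2 uM) preincubated 10 min at ambient with compound, then OMFP substrate added at 50 uM; 10 min reaction in 50 mM HEPES pH 7.5, 50 mM NaCl, 5 uM MgCl2, 0.05% BSA, 1 mM DTT. Fluorescence read at Ex 485/Em 525 nm.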
PTAP TSG101 blk: blocks PTAP/TSG101 interaction to inhibit HIV-1 budding; Q99816; Fluorescence polarization, FITC-PTAP peptide / Tsg101 binding; Potency, µM (highest dose often 115 µM), inactives show at the top dose activity change, negative = inhibition, usual class: inhibitors; 340,000 tested, under 10 active; AID 493005; active means well fitted inhibition curve with a large enough effect in the main read-out, with a control signal flat, not every such curve was filed as active; inconclusive means small, poorly fitted or top-dose-only effect, or effect the other way, or a change in a side signal; inactive means no such curve, though single readings can be large or run the other way; further: potency means the concentration at half of the fitted maximal effect; % of control where 0% means no effect
Target sequence (Q99816 whole entry, looked up): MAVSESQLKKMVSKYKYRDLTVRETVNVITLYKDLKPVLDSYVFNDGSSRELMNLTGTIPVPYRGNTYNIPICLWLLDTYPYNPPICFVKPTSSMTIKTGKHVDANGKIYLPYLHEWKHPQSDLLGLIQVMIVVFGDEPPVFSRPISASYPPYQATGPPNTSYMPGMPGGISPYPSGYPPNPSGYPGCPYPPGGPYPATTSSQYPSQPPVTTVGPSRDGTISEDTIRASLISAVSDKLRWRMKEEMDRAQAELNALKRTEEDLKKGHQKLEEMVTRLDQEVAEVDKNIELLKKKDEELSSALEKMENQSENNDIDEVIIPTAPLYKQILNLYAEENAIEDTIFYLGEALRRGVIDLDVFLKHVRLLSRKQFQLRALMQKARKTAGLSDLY
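Tsg101 binding domain (10 uM final) was mixed with compound and a FITC-labeled PTAP peptide (50 nM final) in HEPES pH 7.5 buffer with NaCl, Tween 20, EDTA and TCEP; fluorescence polarization was read after 20 min at r.t.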
USP2a inh: inhibitors of human ubiquitin-specific protease USP2a; USP2 core, Ub-CHOP2 coupled fluorogenic reporter, 485/531; AID 463254; Potency, µM (top dose mostly 38.3 µM), for the others: top-dose activity change, negative = inhibition, usual class: inhibitors; 330,000 compounds, 0.01% hits;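 further: potency means the concentration at half of the fitted maximal effect; plate controls were DMSO wells for no effect and full inhibition by NEM control for full effect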
Target sequence (O75604 whole entry, looked up): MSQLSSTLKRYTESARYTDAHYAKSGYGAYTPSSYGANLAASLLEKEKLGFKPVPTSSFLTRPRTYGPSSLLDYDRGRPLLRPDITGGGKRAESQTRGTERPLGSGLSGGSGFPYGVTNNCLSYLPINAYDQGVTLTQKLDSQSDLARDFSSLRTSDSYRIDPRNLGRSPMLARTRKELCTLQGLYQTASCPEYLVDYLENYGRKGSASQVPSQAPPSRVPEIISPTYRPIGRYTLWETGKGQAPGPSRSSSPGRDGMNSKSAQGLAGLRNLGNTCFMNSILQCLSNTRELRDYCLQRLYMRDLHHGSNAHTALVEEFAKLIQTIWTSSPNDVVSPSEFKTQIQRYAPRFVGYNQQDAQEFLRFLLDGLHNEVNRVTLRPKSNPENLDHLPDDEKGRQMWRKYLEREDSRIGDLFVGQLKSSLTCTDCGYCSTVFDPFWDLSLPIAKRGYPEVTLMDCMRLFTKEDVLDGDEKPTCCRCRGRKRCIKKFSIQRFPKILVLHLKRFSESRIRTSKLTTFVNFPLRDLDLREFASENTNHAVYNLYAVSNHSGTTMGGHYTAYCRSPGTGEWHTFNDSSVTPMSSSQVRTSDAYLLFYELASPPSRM
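Deubiquitinase activity read as fluorescence (485/531 nm) after Ub-CHOP2 cleavage activates the enterokinase reporter on its substrate; USP2 core 10nM, Ub-CHOP2 and substrate 25nM each, 30min compound preincubation then 60min RT; data normalized to NEM, curves fitted.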
B2AR arrestin: recruits beta-arrestin to the human beta2-adrenergic receptor | Potency, µM (highest dose often 46.1 µM), for inactives: top-dose activation, usual class: activators | beta-arrestin recruitment to beta2AR, cell-based reporter | P07550 | AID 492947 | 330,000 compounds, 0.02% hits;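 further: potency means the concentration at half of the fitted maximal effect; 0% = DMSO controls and full agonism = EC100 isoproterenol or metaproterenol; nearly all actives have a fitted effect of over 65% in size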
BRCA1 expr up: increases BRCA1 expression; Potency, µM (doses to about 46.1 µM), for the others: at the highest dose activation, hits mostly activators; MCF7-BRCA1-FFLuc reporter, luminescence, 48 h; response scale: scaled: vehicle 0%, 10 µM genistein 100%; 380,000 compounds, 1.1% hits; further: potency means the concentration at half of the fitted maximal effect; nearly all actives have a fitted effect of over 80% in size; some results filed as inactive show a strong effect at the top dose
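Quantitative HTS in MCF7 cells stably reporting BRCA1 expression via firefly luciferase. Compound treatment lasts 48 h at 37 °C in phenol-red free MEM. Activation is expressed relative to genistein at 10 microM and DMSO.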
p53 reactivator: mutant p53 re-activation in reporter cells; H1299 p53-A138V BP100-luciferase reporter, luminescence, 24 h; Potency, µM (top dose mostly 92.2 µM), inactives show top-dose activity change, positive = activation, most hits filed as activators; 320,000 compounds, 0.063% hits; further: potency means the concentration at half of the fitted maximal effect; % of control where 0% means no effect; nearly all actives have a fitted effect of over 45% in size
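p53-null H1299 cells stably carrying temperature-sensitive p53-A138V and a BP100-luciferase reporter were pinned with compounds (4-point, 1:5 series) and held 24 hrs at 37 deg C. Luminescence was read 10 min after detection reagent.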
uPA generation: blocks generation of uPA at the cell surface. cell surface uPA generation assay, qHTS. Potency, µM (series often up to 38.3 µM), for the others: at the top dose activity change, negative = inhibition, most hits filed as inhibitors. 330,000 compounds, 0.31% hits; active means well fitted inhibition curve with a large enough effect; inconclusive means small, poorly fitted or top-dose-only effect; inactive means no such curve, though single readings can be large or run the other way; tested in mouse RAW 264.7 cells; further: potency means the concentration at half of the fitted maximal effect; on the % scale 0 is the no-effect control and ±100 the full control effect; nearly all actives have a fitted effect of over 55% in size
a7 integrin act: activators of alpha7 integrin expression for muscular dystrophy | Potency, µM (series often up to 38.3 µM), without a hit: top-dose activation, hits mostly activators | alpha7betagal myoblasts, beta-gal FDG fluorescence, 48 h | 350,000 compounds, 0.064% hits;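 further: potency means the concentration at half of the fitted maximal effect; 100% = response of the positive control SU9516; nearly all actives have a fitted effect of over 60% in size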
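Alpha7betagal+/- myoblasts (passage 13) were plated 16-24 hr, then exposed to compounds (1:260 dilution of DMSO stock) for 48 hours at 37C. After MPER lysis, β-galactosidase reporter activity was read as FDG fluorescence (ex 480/em 540) after 30 minutes.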
ELG1 genotoxic: genotoxicity induction in ELG1-luciferase HEK293T cells. 330,000 compounds, 1.3% hits. AID 504466. Potency, µM (series often up to 46 µM), inactives show top-dose activity change, positive = activation, hits mostly activators. HEK293T ELG1-luciferase reporter, luminescence, 16 h; further: potency means the concentration at half of the fitted maximal effect; % of control where 0% means no effect; nearly all actives have a fitted effect of over 60% in size
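HEK293T cells expressing luciferase-tagged ELG1 were exposed to compound or DMSO vehicle for 16 hr at 37 °C and 5% CO2. Luciferase activity was then measured with ONE-Glo after 30 min at room temperature.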
Starred values were filed as active, the others as inactive; ? = inconclusive; · = not tested or not shown; [ ] = another dose, or the depositor's remark. Unless noted, the call rests on the fitted dose curve; in most records, active means well fitted curve in the direction sought with a large enough effect; inconclusive means small, poorly fitted or top-dose-only effect, or another doubt; inactive means no such curve, though single readings can be large; an effect the other way counts as inactive or inconclusive.

SMILES | S-ASM inh | TRPV1 agonist | Eya2 inh | PTAP TSG101 blk | USP2a inh | B2AR arrestin | BRCA1 expr up | p53 reactivator | uPA generation | a7 integrin act | ELG1 genotoxic
Cc1ccc(NC(=O)COC(=O)C2CC2C)c(S(=O)(=O)N2CCCCC2)c1 (configuration not stated) | -3% | 13 | 3% | -1% | -2% | -0.4% | -31% | -1% | -2% | -15% | -3%
CCNC(=O)Cn1cc(C#N)c2ccccc21 | -3% | 0 | -13% | -2% | 0% | -0.5% | 0% | -2% | -2% | 8% | -1%
COc1ccc2nc(C)cc(Nc3ccc(N4CCOCC4)cc3)c2c1 | -8% | 0 | 14% | -9% | 0% | -0.2% | -39% | -11% | -27% | -36% | 16%
O=C(CSc1nc2ccccc2o1)Nc1cc(C(F)(F)F)ccc1N1CCOCC1 | ? | 11 | -2% | -1% | 0% | -1.7% | -43% | 8% | 1% | -11% | -9%
CC(CCCCCCCCC(=O)O)N(CCO)C(=O)OC(C)(C)C (configuration not stated) | -3% | 9 | 13% | 1% | 0% | 0.0% | -5% | 0% | 10% | -3% | 0%
c1cncc(-c2nc(NCc3ccco3)c3ccccc3n2)c1 | -2% | 8 | -2% | -4% | 1% | -0.2% | -36% | -2% | 4% | -13% | -2%
O=C(Nc1cc([N+](=O)[O-])c2[nH]c(=O)c3ccccc3c2c1)C(F)(F)F | -1% | · | · | -3% | · | · | -11% | · | -8% | 35% | ·
CCNC(=S)SCCOc1ccc(C)cc1 | 5% | -3 | -18% | -3% | 4% | -0.9% | -10% | 12% | 5% | 11% | 1%
COCC1CCN(C(=O)c2ccc3oc(Cc4ccc(Cl)cc4)nc3c2)C1 (configuration not stated) | 4% | · | · | -5% | · | · | 25% | · | 3% | 23% | ·
CCOc1ccc(NC(=O)CSc2nc(C3CC3)nc3ccccc23)cc1 | 0% | 1 | -22% | -5% | 4% | -0.1% | 8% | 11% | 1% | 2% | ?
CS(=O)(=O)N(CC(=O)NC1CCCCC1)Cc1ccc(Cl)cc1 | 3% | 14 | -2% | 3% | 1% | 0.2% | -4% | 0% | · | 4% | -2%
CCOC(=O)c1c(NC(=O)c2ccccc2)sc2c(O)c(CN(CC)CC)ccc12 | -18% | -1 | 4% | -3% | 4% | -0.1% | -45% | 15% | · | -8% | 7%
Cc1ccc(S(=O)(=O)n2nc(OC(=O)c3cccc(F)c3)cc2N)cc1 | -5% | -1 | 7% | -6% | -1% | 0.1% | -5% | 2% | ? | -44% | 2%
CN1CCN(C2=NC(=O)/C(=C/c3ccccc3OS(=O)(=O)c3ccccc3)S2)CC1 | 1% | ? | 6% | -2% | 9% | 0.3% | -9% | 6% | 1% | 9% | -3%
O=C(NCc1cccnc1)C(=O)NC1CCCCC1 | -2% | 0 | -8% | 1% | 2% | 0.0% | 9% | 5% | 2% | 14% | 5%
COc1ccc(CNC(=O)C/C(C)=N/NC(=O)C23CC4CC(CC(C4)C2)C3)cc1 | -1% | 25 | -5% | -1% | 0% | -0.4% | -4% | 4% | 1% | -15% | 2%
Cc1cccc(/C(N)=N/OC(=O)c2cccc3ccccc23)c1 | · | 4 | -3% | · | 4% | -1.0% | · | 8% | · | · | 15%
COC(=O)c1cccc(NC(=O)c2onc3c2CCCC3)c1 | 3% | 26 | 0% | -2% | 2% | -0.1% | ? | ? | -2% | 16% | 0.82µM*
Cn1cccc1/C=N/N1CCN(c2ccccc2)CC1 | 1% | ? | -9% | 2% | -1% | 0.0% | 14% | -3% | 1% | -6% | 3%
CC(C)CC1NC(=S)N(Cc2ccccc2)C1=O (configuration not stated) | -1% | 22 | 6% | -4% | 0% | -1.4% | -100% | -10% | 3% | -56%[inhibitor] | -4%
O=C(Cn1cnc2ccccc2c1=O)N1CCN(S(=O)(=O)c2ccc(F)cc2)CC1 | -2% | 0 | -29% | -4% | 0% | 0.0% | -5% | 3% | 24% | -10% | -1%
Cc1cccc(NC(=O)CSc2nc(N)cc(N)n2)c1 | 3% | -4 | 0% | -4% | 2% | -0.6% | -11% | 2% | 6% | -7% | 5%
CCN(CC)c1ccc(NC(=O)CSc2n[nH]c(-c3ccco3)n2)cc1 | 2% | 4 | 16% | -1% | -7% | 0.4% | -3% | 22% | -10% | -22% | 3%
O=C(Nc1ccc(N2CCN(C(=O)c3ccco3)CC2)cc1)c1ccccc1 | -6% | 1 | 0% | -2% | 0% | 0.5% | 19% | 5% | 3% | 14% | 0%
CCS(=O)(=O)Nc1cccc(C2=NN(C(=O)c3ccco3)C(c3ccco3)C2)c1 (configuration not stated) | -1% | 24 | -6% | -3% | 1% | -0.7% | -54% | -6% | -18% | 2% | -2%

Of the compounds above, four contain a furan ring, fused or not.
SMILES | S-ASM inh | TRPV1 agonist | Eya2 inh | PTAP TSG101 blk | USP2a inh | B2AR arrestin | BRCA1 expr up | p53 reactivator | uPA generation | a7 integrin act | ELG1 genotoxic
c1cncc(-c2nc(NCc3ccco3)c3ccccc3n2)c1 | -2% | 8 | -2% | -4% | 1% | -0.2% | -36% | -2% | 4% | -13% | -2%
CCN(CC)c1ccc(NC(=O)CSc2n[nH]c(-c3ccco3)n2)cc1 | 2% | 4 | 16% | -1% | -7% | 0.4% | -3% | 22% | -10% | -22% | 3%
O=C(Nc1ccc(N2CCN(C(=O)c3ccco3)CC2)cc1)c1ccccc1 | -6% | 1 | 0% | -2% | 0% | 0.5% | 19% | 5% | 3% | 14% | 0%
CCS(=O)(=O)Nc1cccc(C2=NN(C(=O)c3ccco3)C(c3ccco3)C2)c1 (configuration not stated) | -1% | 24 | -6% | -3% | 1% | -0.7% | -54% | -6% | -18% | 2% | -2%

Further results
SMILES | S-ASM inh | TRPV1 agonist | Eya2 inh | PTAP TSG101 blk | USP2a inh | B2AR arrestin | BRCA1 expr up | p53 reactivator | uPA generation | a7 integrin act | ELG1 genotoxic
CCc1ccc(Nc2nnc(SCC(=O)Nc3sccc3C(N)=O)s2)cc1 | ? | 12 | 4% | 1% | 1% | 6.2% | -27% | 29% | -11% | -14% | -2%
CC(C)OC(=O)COc1ccc(-c2ccccc2)cc1 | 0% | -3 | 4% | -5% | -6% | 0.1% | -3% | 3% | 0% | -4% | -5%
Cc1nnc(-c2cnn(C)c2N)n1CCCN(C)C | 1% | 0 | -2% | -2% | -1% | 0.2% | 0% | 3% | 2% | 11% | 0%
Cc1ccc(C)c(S(=O)(=O)N(C)c2ccc(OC(=O)CN3C(=O)NC4(CCCC4)C3=O)cc2)c1 | -3% | · | · | -1% | · | · | -8% | · | -16% | -5% | ·
Cc1ccc2oc(-c3ccc(NC(=O)c4ccc5c(c4)OCO5)cc3)nc2c1 | 4% | -1 | -11% | 2% | 0% | -1.0% | 66% | 17% | -2% | 15% | 13%
Cc1c(NC(=O)COC(=O)CCC(=O)c2ccc(Cl)cc2)c(=O)n(-c2ccccc2)n1C | 5% | -6 | -1% | -6% | 1% | -0.1% | -5% | 2% | 1% | -20% | -4%
N#Cc1c(Nc2ccccc2)sc(C(=O)c2ccccc2)c1N | -9% | 3 | 6% | -2% | 3% | -0.2% | -24% | 4% | -6% | 3% | -11%
O=C(CCc1ccc(S(=O)(=O)N2CCOCC2)cc1)Nc1cc(Cl)ccc1N1CCOCC1 | -1% | 5 | -9% | -5% | -1% | -0.7% | -31% | -1% | 0% | 7% | -2%
O=C(O)c1ccc2nc(-c3ccccc3)sc2c1 | 12% | 2 | -2% | -4% | 0% | -1.2% | ? | 9% | -3% | -3% | ?
CCc1cc(=O)oc2c3c(cc(OCC(=O)NCCN4CCOCC4)c12)OC(C)(C)CC3 | 29% | 4 | -18% | -1% | -1% | 0.0% | -20% | · | 3% | -12% | 3%
O=[N+]([O-])c1ccc(N2CCN(c3ccc([N+](=O)[O-])cc3CO)CC2)c(CO)c1 | -9% | 3 | 0% | -4% | 2% | 0.1% | -47% | -1% | -7% | -41%[inhibitor] | -10%
O=C(CSc1nccc(=O)[nH]1)N1CCN(c2ccccc2)CC1 | 8% | 0 | -3% | 0% | 3% | -0.3% | 0% | -2% | -2% | 11% | 1%
COc1ccc(CNC(=O)Cn2c(=O)n(CCC(=O)N3CCCCC3)c(=O)c3sccc32)cc1 | 0% | 1 | 1% | -4% | 0% | 0.5% | 5% | -6% | 15% | 30% | -8%
